VEEV TC-83 Vero: inhibitors of VEEV TC-83 cytopathic effect, confirmation, Vero cells (AID 588727). hit rate 0.13% among 350,000. inhibition, % at 20 µM; hits with a dose series show IC50 in µM. Vero cells, VEEV TC-83 cytopathic effect inhibition; higher % means a stronger effect; in the data active = a potency from the dose series; inconclusive = inhibition mostly from about 14% at the one dose, without a potency; inactive = the rest, 99 in 100 with inhibition below about 12%; also: strong numbers were not always called active
H37Rv inhibition: M. tuberculosis growth inhibition, HTS (AID 449762). M. tuberculosis H37Rv growth inhibition, 7H9 media; higher % means a stronger effect. inhibition, % at 25 µM, or IC50 in µM where a hit was titrated. hit rate 0.59% among 330,000; in the data active = a potency from the dose series; inconclusive = inhibition above about 70% without an active follow-up result;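 also: bacterial growth assessed after seven days of incubation; strong numbers were not always called active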
M. tuberculosis: growth inhibition of non-replicating M. tuberculosis (AID 488890). Mycobacterium tuberculosis non-replicating, growth inhibition; higher % means a stronger effect. one-dose inhibition, % at 25 µM; IC50 in µM for titrated hits. hit rate 0.39% among 320,000; in the data active = a potency from the dose series; inconclusive = inhibition mostly from about 82% at the one dose, without a potency; inactive = the rest, 99 in 100 with inhibition below about 76%;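 also: plate controls were DMSO cells for no effect and high antibiotic wells for full effect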
H1N1 NS1A inhibition: H1N1 influenza NS1A inhibitors, functional cell based assay (AID 504329). inhibition, % at 12.5 µM, or IC50 in µM where a hit was titrated. hit rate 0.3% among 340,000. NS1A functional cell-based assay, percent inhibition; higher % means a stronger effect; in the data active = a potency from the dose series; inconclusive = inhibition above about 27% without an active follow-up result; also: strong numbers were not always called active
PhoP GFP inhibition: PhoP regulon inhibitors, Salmonella typhi PhoP promoter GFP reporter, confirmatory (AID 1850) | hit rate 0.33% among 310,000 | Salmonella Typhi PhoP-promoter GFP reporter, fluorescence, 4 h; higher % means a stronger effect | inhibition, % at 50 µM; hits with a dose series show IC50 in µM; in the data active = a potency from the dose series; inconclusive = inhibition mostly from about 25% at the one dose, without a potency; inactive = the rest, 99 in 100 with inhibition below about 19%;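 also: 0% = induced wells with vehicle and 100% = uninduced wells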
VEEV TC-83 Vero 10K pilot screen: also measured in VEEV TC-83 Vero; calls as there; inhibition, %; measured here: 10K pilot screen inhibition
* hit, by the source's call; i = inactive; u = inconclusive; x = not tested or not shown.

The opening 7 records (preview)
SMILES | VEEV TC-83 Vero | H37Rv inhibition | M. tuberculosis | H1N1 NS1A inhibition | PhoP GFP inhibition | others
Cc1nc2ccccc2n1C(C)c1ccccc1 (stereo not drawn) | 0.4% | 5% | 26% | -5% | 0%
COc1ccc(NC(=O)CSc2nnc(NC(=O)c3ccc(S(=O)(=O)N4CCOCC4)cc3)s2)cc1 | 0.9% | 16% | -1% | 24% | -8% | VEEV TC-83 Vero 10K pilot screen=0.0
CC(=O)Nc1ccccc1-c1nc2ccc(C(=O)N3CCN(c4ccccc4)CC3)cc2[nH]c1=O | 0.3% | 0% | x | -8% | -14%
Cc1nnc(NC(=O)c2ccc3ccccc3c2)s1 | 5.6% | 2% | x | -1% | -9%
Cc1nc(N2CCN(S(=O)(=O)c3ccccc3C#N)CC2)c2c(-c3cccs3)csc2n1 | u | 2% | 37% | -14% | 2%
Cc1cc(C(=O)Cn2nc(C(=O)O)c3ccccc3c2=O)c(C)n1-c1ccc(OC(F)F)cc1 | 1.9% | 22% | 43% | -13% | -17%
O=C(COC(=O)c1ccc2c(c1)C(=O)N(Cc1ccncc1)C2=O)Nc1ccccc1[N+](=O)[O-] | 0.9% | -2% | 5% | 6% | -29%

This part in full, previewed entries included:
SMILES | VEEV TC-83 Vero | H37Rv inhibition | M. tuberculosis | H1N1 NS1A inhibition | PhoP GFP inhibition | others
Cc1nc2ccccc2n1C(C)c1ccccc1 (stereo not drawn) | 0.4% | 5% | 26% | -5% | 0%
COc1ccc(NC(=O)CSc2nnc(NC(=O)c3ccc(S(=O)(=O)N4CCOCC4)cc3)s2)cc1 | 0.9% | 16% | -1% | 24% | -8% | VEEV TC-83 Vero 10K pilot screen=0.0
CC(=O)Nc1ccccc1-c1nc2ccc(C(=O)N3CCN(c4ccccc4)CC3)cc2[nH]c1=O | 0.3% | 0% | x | -8% | -14%
Cc1nnc(NC(=O)c2ccc3ccccc3c2)s1 | 5.6% | 2% | x | -1% | -9%
Cc1nc(N2CCN(S(=O)(=O)c3ccccc3C#N)CC2)c2c(-c3cccs3)csc2n1 | u | 2% | 37% | -14% | 2%
Cc1cc(C(=O)Cn2nc(C(=O)O)c3ccccc3c2=O)c(C)n1-c1ccc(OC(F)F)cc1 | 1.9% | 22% | 43% | -13% | -17%
O=C(COC(=O)c1ccc2c(c1)C(=O)N(Cc1ccncc1)C2=O)Nc1ccccc1[N+](=O)[O-] | 0.9% | -2% | 5% | 6% | -29%
CCOC(=O)C(=O)NN=C(c1ccccc1)c1ccccc1 | 1.6% | -9% | 8% | -2% | -2%
C(=NN=C1c2ccccc2-c2ccccc21)c1ccc2c(c1)OCO2 | 3.2% | x | x | 12% | x
COc1ccc(-c2csc(N(CC3CCCO3)C(=O)c3ccc(C)cc3)n2)cc1 (stereo not drawn) | 1.4% | -7% | 7% | -2% | -10%
COc1ccc(OCc2cccc(C(=O)Nc3cc(C)on3)c2)cc1 | i | 16% | 23% | -4% | -1%
O=C(O)COc1ccc(S(=O)(=O)N2CCCC2)cc1 | 0.2% | -6% | x | -7% | 7%
CC(C(=O)NCCN1CCOCC1)c1ccc([N+](=O)[O-])cc1 (stereo not drawn) | 0.3% | 1% | 6% | -4% | -6%
Cc1ccc(NC(=O)c2cnc(SCC(=O)NCC3CCCO3)n(C)c2=O)cc1C (stereo not drawn) | 11% | 9.7µM* | 66% | 5% | 2%
O=C(CSc1nnc(-c2ccc3c(c2)OCCO3)o1)NC1CCCCC1 | x | -1% | 43% | x | 4%
CCN(CC)CCNCc1cc(Br)ccc1OCC(=O)NCc1ccccc1 | i | 6% | 15% | 3% | -28%
COc1cc2c(cc1O)CC[C@@H]1[C@@H]2CC[C@]2(C)[C@@H](O)CC[C@@H]12 | 6.0% | 12% | 4% | -1% | 8%
COc1c(N)c2ccccc2[nH]c1=O | 0.8% | -14% | -15% | 0% | -5%
O=C(Nc1nc(-c2ccc(S(=O)(=O)N3CCCC3)cc2)cs1)C1COc2ccccc2O1 (stereo not drawn) | 5.4% | -2% | 39% | 0% | 11%
Cc1ccc(CN=C2NC(=O)C(CC(=O)NCCc3ccccc3)S2)cc1 (stereo not drawn) | i | -7% | 31% | 11% | 5%
O=C(COC(=O)c1c2ccccc2cc2ccccc12)Nc1ncc(C(F)(F)F)cc1Cl | 4.0% | 4% | 11% | -4% | -6%
Cc1ccc(S(=O)(=O)N(C)C)cc1NC(=O)Nc1ccccc1F | 4.2% | 6% | -9% | x | 1%
Cc1ccc(-c2ccc(=O)n(CC(=O)Nc3cccc(C(=O)N4CCN(C)CC4)c3)n2)cc1 | 0.9% | -5% | 5% | -4% | 5%
CCN(CC)C(=O)CN(C)S(=O)(=O)c1cccc2nsnc12 | 0.8% | 1% | 24% | 0% | -4% | VEEV TC-83 Vero 10K pilot screen=0.0
Cc1ccc(S(=O)(=O)Cc2nnnn2-c2ccccc2)cc1 | 1.1% | 0% | -7% | -8% | -8%
Cc1ccc2nc3[nH]c(=O)[nH]c(=O)c3c(N)c2c1 | 5.8% | x | x | -20% | x
Cc1ccc(CNC(=O)CSc2c3c(nc4cc(Cl)ccc24)CCCC3)o1 | 7.2% | -1% | 39% | 5% | 4%
OC(CNCC1CCCO1)Cn1c2ccc(Br)cc2c2cc(Br)ccc21 (stereo not drawn) | i | u | u | 13% | 0%
Cc1nc2ccccc2n1CC(O)COC1CCCCC1 (stereo not drawn) | i | -6% | 25% | -11% | 1%
O=C(CSc1nnc2ccccn12)N1CCc2ccccc2C1 | 0.5% | -3% | x | -17% | 7%

Two entries picked at random from the list so far:
SMILES | VEEV TC-83 Vero | H37Rv inhibition | M. tuberculosis | H1N1 NS1A inhibition | PhoP GFP inhibition | others
O=C(COC(=O)c1c2ccccc2cc2ccccc12)Nc1ncc(C(F)(F)F)cc1Cl | 4.0% | 4% | 11% | -4% | -6%
Cc1nc2ccccc2n1CC(O)COC1CCCCC1 (stereo not drawn) | i | -6% | 25% | -11% | 1%

More records follow:
SMILES | VEEV TC-83 Vero | H37Rv inhibition | M. tuberculosis | H1N1 NS1A inhibition | PhoP GFP inhibition | others
CCC(=O)Nc1nnc(-c2ccncc2)s1 | i | 8% | -5% | -1% | 6%
Cc1ccc(S(=O)(=O)N2CCCCC2C(=O)N(C)c2ccccc2)cc1 (stereo not drawn) | i | -10% | 8% | 6% | -21%
O=C(CCNC(=O)c1ccccc1Cl)NCC(c1ccco1)N1CCCC1 (stereo not drawn) | 0.8% | -6% | 2% | -15% | 5%
CN(C(=O)CCc1nc2ccccc2c(=O)[nH]1)C1CCS(=O)(=O)C1 (stereo not drawn) | 1.3% | -6% | -12% | 1% | x
CC1CC(C)CN(S(=O)(=O)c2cccc(C(=O)OCCN3CCCC3=O)c2)C1 (stereo not drawn) | 1.3% | 9% | 1% | -5% | -1%
COc1cccc(C(=O)Oc2ccc(/C=N/NC(=O)c3ccncc3)cc2OC)c1 | 1.4% | u | u | -2% | 5%
Cc1ccc(C(=O)NCC(=O)NCC(=O)OCC(=O)c2ccc([N+](=O)[O-])cc2)cc1 | i | -11% | 16% | -5% | 8%
Cc1ccc(CCc2nnc(SCC(=O)Nc3ccccc3Cl)n2-c2ccccc2)o1 | 9.0% | -3% | 74% | -7% | -3%
CC1Cc2ccccc2N1C(=O)CNc1ccccc1N1CCCCC1 (stereo not drawn) | i | 4% | 10% | -7% | -1%
Cc1nnc(NC(=O)CSc2nccn2Cc2ccc(F)cc2)s1 | 1.1% | -13% | 21% | -6% | 5%
Cc1ccc(CN=c2c([N+](=O)[O-])nn(-c3cccc(Cl)c3)n2O)cc1 | 2.3% | u | u | 16% | 12%
NS(=O)(=O)c1ccc2c(c1)C(=NO)c1cc(S(N)(=O)=O)ccc1-2 | i | -8% | 47% | -6% | -4%
CCOC(=O)c1cnn(-c2ccccc2)c1NC(=O)c1ccccc1 | i | -15% | 0% | -5% | 3%
O=C(CNC(=O)c1ccccc1C(=O)O)c1ccccc1 | i | -12% | -11% | 4% | 3%
Cc1ccc(C(C)CCN2CCC(n3nccc3NC(=O)c3ccccc3)CC2)o1 (stereo not drawn) | 0.9% | -4% | -3% | -8% | -7%
CC1CCN(C(=O)c2ccc3c(c2)OCO3)CC1 | 1.6% | -1% | 14% | 19% | -9%
Cn1cnc2cc(OC(=O)c3ccccc3)ccc21 | 0.2% | 8% | 73% | 0% | 3%
O=C(COc1cccc2ccccc12)N1c2ccccc2CCc2ccccc21 | 3.6% | -1% | 13% | 3% | -5%
CC(=O)Nc1ccccc1C(=O)C(=O)Nc1ccc(C(=O)N2CCOCC2)cc1 | 0.4% | -5% | -9% | 5% | -10%
Cc1nc2ccccc2nc1-c1ccc([N+](=O)[O-])cc1 | 0.1% | x | x | 4% | x
CCCCNC(=S)NNC(=O)c1ccoc1C | 3.8% | -9% | -20% | 8% | -14%
Cc1cc(O)c(-c2cc(O)c(C)cc2O)cc1O | 0.8% | 3% | 2.5µM* | 2% | -5%
O=C(O)C1CC(=O)N(CCc2ccc(F)cc2)C1 (stereo not drawn) | 0.2% | 13% | 19% | 8% | -14%
Cc1ccc(-n2ncc3c2CCCC3NC(=O)c2cnccn2)cc1C (stereo not drawn) | 3.7% | 8% | 18% | 11% | 9%
COc1cc(C(=O)Nc2scc(-c3ccccc3)c2C(=O)O)cc(OC)c1OC | 1.2% | 14% | 64% | -11% | -1%
O=C(Nc1ccc(Cl)cc1)c1nc[nH]c1C(=O)NCCN(CCNC(=O)c1[nH]cnc1C(=O)Nc1ccc(Cl)cc1)CCNC(=O)c1[nH]cnc1C(=O)Nc1ccc(Cl)cc1 | 0.2% | 18% | 57% | -7% | x
O=S(=O)(Nc1ccc2cn[nH]c2c1)c1ccc(Cl)s1 | 0.5% | 6% | 11% | -6% | 8%
COc1cc(COc2ccc(S(=O)(=O)N3CCOCC3)cc2[N+](=O)[O-])ccc1OC(F)F | 0.3% | x | x | -4% | x
COc1cc(S(=O)(=O)N(Cc2cccc(OC)c2OC)CC2CCCO2)ccc1-n1cnnn1 (stereo not drawn) | 1.2% | 2% | 13% | 11% | -7%
Cc1ccc(C(=O)COC(=O)CNC(=O)Cc2ccccc2)cc1[N+](=O)[O-] | 0.7% | -2% | 14% | -3% | -5%
O=C(O)CSc1nnc(Cn2c(=O)sc3ccccc32)n1-c1cccc(Cl)c1 | i | -6% | 5% | 6% | -5% | VEEV TC-83 Vero 10K pilot screen=1.0
CSc1cc(-c2ccco2)oc1C(=O)c1ccco1 | 0.3% | -15% | 1% | 8% | 5%
O=C(CSc1nc2ccccc2[nH]1)N1CCN(C(=O)c2ccco2)CC1 | 3.0% | 5% | 20% | 2% | -9%
COc1ccc(CN(CC(=O)NCc2ccccc2)C(=O)c2csnn2)cc1 | i | -9% | -6% | -8% | -9%
COc1cc(S(=O)(=O)N(CCc2ccccc2)Cc2cccs2)ccc1-n1cnnn1 | i | -4% | -9% | -3% | -11%
[N-]=[N+]=NC(c1ccccc1)c1nc2ccccc2[nH]c1=O (stereo not drawn) | 0.9% | -1% | 5% | 5% | -1%
COC(=O)C1=C(N)OC2=C(C(=O)CCC2)C1c1ccccc1OC (stereo not drawn) | 0.3% | 8% | -11% | 0% | -4%
CCCCN(CCCC)C(=O)CN(C)S(=O)(=O)c1ccc2c(c1)n(C)c(=O)c(=O)n2C | 2.3% | -1% | -12% | 30% | -8%
Cc1ccc(S(=O)(=O)/N=C(/Nc2nc(C)cs2)c2ccccc2)cc1 | 8.4% | 3% | 46% | -5% | x
C/C(=N/NC(=O)C(O)(c1ccccc1)c1ccccc1)c1ccc([N+](=O)[O-])o1 | 1.5% | u | 42% | -6% | -14%
CC(C(=O)NC1CCCC1)N(Cc1ccc2c(c1)OCO2)C(=O)c1snc(C(N)=O)c1N (stereo not drawn) | i | -2% | 20% | -3% | -2%
O=C(CNC(=O)c1cccs1)c1ccc(F)cc1 | 1.8% | 5% | 12% | -1% | 13%
O=C(c1ccc2[nH]c3c(c2c1)CCCC3)N1CCN(c2ccc(F)cc2)CC1 | 0.9% | 31% | 31% | >100µM* | 1%
CC(=O)O/N=C1\C(=O)N(Cc2ccc(C)cc2)c2ccccc21 | 3.2% | x | x | 7% | x

Source: PubChem
